p53ts 39C tox: qHTS Screen for Compounds that Selectively Target Cancer Cells with p53 Mutations: Cytotoxicity of p53ts Cells at the Nonpermissive Temperature | H1299-p53A138V viability at 39C, ATP luminescence, 24 h | Potency, µM (series often up to 46.1 µM), without a hit: at the highest dose activity change, negative = cell killing, usual class: cytotoxic | 130,000 tested, 1.5% active | AID 902, 2007; also: nearly all actives have a fitted effect of over 55% in size
IkB signaling: IkB Signaling | AID 445, 2006 | Potency, µM (series often up to 57.1 µM), for inactives: top-dose IkBa stabilization activation | ABC-DLBCL IkBa-CBG/CBR dual luciferase ratio, 4 h; response scale: scaled: untreated 0%, proteasome inhibitor 100% | 110,000 tested, 0.04% active; active = well fitted curve in the direction sought with a large enough effect in the signal ratio, not every such curve was filed as active; inconclusive = small, poorly fitted or top-dose-only effect, or a change in a side signal; the % refers to the signal ratio;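 also: the direction sought is a rising ratio; 0% = basal untreated cells and 100% = reference inhibitor full response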
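In this assay, an IκBα–CBG68 fusion accumulates when IKK-driven degradation is blocked; native CBR normalizes for cell number. OCI-Ly3 cells were treated 4 h with compound and doxycycline, then green and red light read after Chroma-Glo addition.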
p53ts 32C kill: qHTS Screen for Compounds that Selectively Target Cancer Cells with p53 Mutations: Cytotoxicity of p53ts Cells at the Permissive Temperature; Potency, µM (highest dose often 46.1 µM), for inactives: at the top dose activity change, negative = cytotoxicity, most hits filed as cytotoxic; 130,000 tested, 0.93% active; H1299-p53A138V at 32C, ATP luminescence viability, 24 h;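 also: 0% = DMSO and -100% = full killing by reference compound; nearly all actives have a fitted effect of over 55% in size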
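H1299-p53 A138V cells (temperature-sensitive p53) exposed 24 h to up to 46 uM compound at 32C, where p53 is wild-type in conformation. Viability read as ATP luminescence and normalised to DMSO and 100 uM tamoxifen. AC50 fitted with the Hill equation.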
Imprint erasure: qHTS Assay for Compounds that Induce Erasure of Genomic Imprints; 110,000 tested, 0.02% active; Potency, µM (top dose mostly 60.7 µM), inactives show at the top dose activity change, positive = activation, most hits filed as activators; mouse ES Peg3-LacZ reporter, beta-gal luminescence, 40 h;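 also: 0% = negative control wells on the plate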
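Readout: BetaGlo luminescence (5 min, room temp) for LacZ from the normally silent maternal Peg3 allele in female Peg3LacZ-Neo ES cells. Cells 300/well, 40 h, 37C, 5% CO2. Data normalized per plate to negative controls.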
* hit, by the source's call; ? = inconclusive; · = no result given; & = joins results of further samples; [ ] = dose if it differs, or a comment. Unless noted, calls follow the shape of the dose curve; as a rule, active = well fitted curve in the direction sought with a large enough effect; inconclusive = small, poorly fitted or top-dose-only effect, or another doubt; inactive = no such curve, though single readings can be large; an effect the other way counts as inactive or inconclusive. Unless noted, % is scaled to controls: 0 for no effect and ±100 for the full control effect; potency is read from the fitted curve at half-maximal effect.

SMILES	p53ts 39C tox	IkB signaling	p53ts 32C kill	Imprint erasure
COc1cccc(-c2cc(C(=O)Nc3c(C)nn(Cc4ccccc4C)c3C)no2)c1	-19.4%	?	-4.0%	-21.4%
COc1ccccc1OCC(=O)NCC(c1ccc(Cl)cc1)N1CCOCC1 (stereo not drawn)	-4.1%	?	2.9%	-11.7%[10.9 µM]
O=c1c2c3c(sc2n(Cc2cc(=O)n4ccccc4n2)c(=O)n1-c1ccc(Cl)cc1)CCC3	26.3%	3.3%	7.5%	-4.7%[10.9 µM]
Cc1ccc(S(=O)(=O)N[C@H]2COC(=O)[C@@H](C)COC(=O)[C@H](C)NC(=O)C/C=C\[C@H]2C)cc1	0.5%[9.22 µM]	·	-0.8%[9.22 µM]	·
COc1cccc(N2CC(NC(=O)COc3ccccc3F)CC2=O)c1 (stereo not drawn)	1.1%	-1.8%	-3.0%	-8.9%[10.9 µM]
Cc1ccc2c(=O)c(C(=O)c3ccc(F)cc3)cn(CC(=O)NCCc3ccccc3)c2n1	19.9%	-3.3%	-2.4%	8.4%[10.9 µM]
CCC(C)OC(=O)C1=C(C)NC2=C(C(=O)C(C(=O)OC)C(C)C2)C1c1ccc(N(C)C)cc1 (stereo not drawn)	10.6%	4.5%	-6.9%	-11.7%
NS(=O)(=O)c1cccc2c1c([N+](=O)[O-])cc1nc(O)c(O)nc12	16.9%&24.0%	-0.1%&-0.2%	16.1%&30.2%	-4.7%&-9.0%
Cc1onc(-c2ccccc2Cl)c1C(=O)Oc1ccc(Br)cc1	-11.7%	-5.3%	-6.5%	-7.3%[10.9 µM]
CN(CCc1ccc(Cl)c(Cl)c1)C[C@@H](O)COc1ccc(NS(C)(=O)=O)cc1	-27.8%	?	-7.4%	-11.9%
C=CCn1c(SC/C=C/c2ccccc2)nnc1-c1sc(N)nc1C	-3.4%	-0.9%	-3.0%	-21.6%
CCN(CC)C(=O)c1sc2nc(-c3ccncc3)[nH]c(=O)c2c1C	-5.6%	-1.1%	-6.7%	-9.7%
CCOc1ccc(OCC)c(NC(=O)CC2Oc3ccc(C)cc3NC2=O)c1 (stereo not drawn)	5.1%	-1.7%	18.2%	1.2%
COc1ccc(C2CC(=O)c3cc(-c4nc(-c5cccc([N+](=O)[O-])c5)cs4)c(=O)n(-c4ccccc4)c3C2)cc1 (stereo not drawn)	24.1%	0.7%	11.7%	2.6%[10.9 µM]
c1coc(C2Nc3ccccc3-c3nc4ccccc4n32)c1 (stereo not drawn)	-22.7%	-1.8%	-28.6%	-72.9%[inhibitor]
COC(=O)Cc1cc(=O)n(-c2ccccc2)[nH]1	9.2%	-6.1%	1.5%	-9.5%
COCCCn1cnc2c(c1=O)c1nc3ccccc3nc1n2-c1ccc(C)cc1	8.3%	-1.0%	1.3%	-0.5%
CN(C)Cc1ccc(O)c(CN(C)C)n1	20.0%[9.22 µM]	-0.5%[11.4 µM]	-3.4%[9.22 µM]	-6.2%[10.9 µM]
Cc1ccc(-c2csc(=Nc3ccccc3)n2CCCO)cc1	-22.2%	?	?	-5.7%[10.9 µM]
Cc1cc(C(=O)NCc2ccco2)cs1	0.7%	·	-5.4%	·
CCCOc1ccc(CNC(=O)C(CC)n2nc(C)c3sc4ccccc4c3c2=O)cc1 (stereo not drawn)	-15.8%	-1.8%	-10.5%	-11.0%[10.9 µM]
COc1cc(Nc2ncc3c(n2)CCN(Cc2cc(F)cc(F)c2)C3)cc(OC)c1	?	-0.7%	6.3%	-22.8%[10.9 µM]
CCN(CC)CCSc1nc(O)c(-c2ccccc2)c(=O)[nH]1	4.2%	2.0%	-9.0%	0.9%
Cc1ccc2nc(SCC(=O)Nc3c(C)n(C)n(-c4ccccc4)c3=O)[nH]c2c1	-7.2%	?	3.8%	-7.4%
Cn1c(=O)[nH]c(=O)c2c1nc(Br)n2Cc1ccccc1Cl	-16.5%	5.9%	-13.2%	-3.3%
COc1ccc(CCNC(=O)Cn2c(=O)c3cccn3c3ccc(F)cc32)cc1OC	11.8%	0.0%	4.6%	-12.4%[10.9 µM]
Cc1c(O)ccc2c3c(c(=O)oc12)CCC(C)C3 (stereo not drawn)	10.8%	?	7.1%	-14.8%
Cc1ccc(CNS(=O)(=O)c2ccc(C(C)(C)C)cc2)n1C	6.3%	-2.4%	5.8%	-19.5%
C#CC(C)OC(=O)c1nnc2c3ccccc3n(COC)c2n1 (stereo not drawn)	1.0%[9.22 µM]	·	3.7%[9.22 µM]	·
CC(=O)OC(C)(C)C1Cc2cc3ccc(=O)oc3cc2O1 (stereo not drawn)	-12.3%	·	-10.2%	-18.1%
O=C(NCCC1=CCCCC1)C1CCN(S(=O)(=O)N2CCOCC2)CC1	8.9%	-0.1%	6.9%	-3.4%
CC1CCC(NC(=O)N(CCCl)N=O)CC1 (stereo not drawn)	-12.5%	·	-4.8%	-11.7%
COc1ccc(CN2CCc3c(c(=O)n4ncc(C(=O)N5CCN(c6ccccc6F)CC5)c4n3C)C2)cc1	?	?	-9.8%	-10.9%[10.9 µM]
Cc1ccccc1CN1c2ccccc2-c2nc(SCC(=O)Nc3cc(F)ccc3F)ncc2S1(=O)=O	-10.4%	-1.2%	-4.9%	?
CCOc1ccc(C)cc1S(=O)(=O)n1ccnc1	-4.1%	0.7%	0.2%	13.4%
C=CCC1(O)C=CCC2C3C4C(OC(C)(C)C)C2C1C34 (stereo not drawn)	4.8%[9.22 µM]	·	-0.9%[9.22 µM]	·

Compound profiles, from the list above.
C#CC(C)OC(=O)c1nnc2c3ccccc3n(COC)c2n1 (stereo not drawn) reads p53ts 39C tox = 1.0%[9.22 µM]; IkB signaling = ·; p53ts 32C kill = 3.7%[9.22 µM]; Imprint erasure = ·
Cn1c(=O)[nH]c(=O)c2c1nc(Br)n2Cc1ccccc1Cl reads p53ts 39C tox = -16.5%; IkB signaling = 5.9%; p53ts 32C kill = -13.2%; Imprint erasure = -3.3%

Next entries follow:
SMILES	p53ts 39C tox	IkB signaling	p53ts 32C kill	Imprint erasure
COc1ccccc1-c1cc(C(=O)Nc2ccccc2SC)no1	-11.1%	?	-9.0%	-9.7%
O=C(CN1CCN(Cc2ccc(F)cc2Cl)C1=O)NCCc1ccc(Cl)cc1	-20.5%	?	-2.4%	10.2%[10.9 µM]
COc1ccc(Cl)cc1NC(=O)Cn1nc(Cc2ccncc2)c2ccccc2c1=O	-17.7%	?	-8.0%	-4.8%[10.9 µM]
CC1CCCN(C(=O)C23CCC(C)(C(=O)C2)C3(C)C)C1 (stereo not drawn)	2.7%	-0.7%	-2.0%	-11.3%
Cn1c2ccccc2c2c(C(=O)NCC3CCCO3)cn(C3CCCC3)c(=O)c21 (stereo not drawn)	-10.3%	0.0%	-8.7%	-5.5%
Cc1ccc(Cl)cc1N1CCN(C(=O)c2cn(C)c3ccc(S(=O)(=O)N4CCCCC4)cc3c2=O)CC1	12.3%	?	4.9%	?
O=C(NCc1ccc(Cl)cc1)c1ccc(NC(=O)N2CC3CCCN3c3ccccc32)cc1 (stereo not drawn)	-19.8%	?	2.6%	-1.9%[10.9 µM]
CC(=O)OCC(=O)[C@@]1(O)CCC2C3CC(C)C4=CC(=O)C=CC4(C)C3C(O)CC21C (stereo partly drawn)	10.3%	·	2.3%	-5.1%
CC(C)c1ccc(NC(=O)c2ccc3c(O)c(S(=O)(=O)c4ccccc4)c(=O)[nH]c3c2)cc1	6.31µM*	2.6%	12.6µM*	-14.9%[10.9 µM]
CCc1ccc(NC(=O)c2ccc3nc(C(C)C)oc3c2)cc1	-6.8%	5.0%	-11.3%	-5.9%[10.9 µM]
COc1cc(Cl)c(NC(=O)C2CCN(S(=O)(=O)c3c(C)noc3/C=C/c3ccccc3F)CC2)c(OC)c1	-10.2%	?	4.2%	-11.9%[10.9 µM]
CCOC(=O)CSC1=C(C#N)C(c2ccccc2F)C(C(C)=O)=C(C)N1 (stereo not drawn)	-5.5%	1.7%	5.8%	-13.8%
COc1ccc(N2C(=O)CC(c3ccc(OC(C)C)cc3)C2=O)cc1 (stereo not drawn)	8.6%	1.3%	-4.2%	-8.7%
CC(CCc1ccco1)NC(=O)CSc1cc(=O)n(C)c2ccccc12 (stereo not drawn)	-7.7%	1.8%	-0.3%	-2.8%
COc1ccc(NC(=O)Cn2nnc(-c3ccccc3NC(=O)C3CC3)n2)cc1	-5.6%	0.8%	3.8%	-11.0%
Cc1ccc(NC(=O)Cn2c(=O)n(CCCCC(=O)NCc3ccccc3Cl)c(=O)c3ccccc32)cc1C	4.1%	1.2%	12.9%	-7.5%[10.9 µM]
CCc1nc2oc3ccccc3c(=O)c2c(=O)n1-c1ccccc1	-15.2%	?	-14.2%	-77.7%[inhibitor]
CN1CC[C@@]2(CCCN(C(=O)c3cccn3C)C2)C1	-0.8%	0.0%[11.4 µM]	-4.1%	·
CCn1c(SCC(=O)N2CCCc3ccccc32)nc2c(c1=O)SC(C)C2 (stereo not drawn)	15.3%	3.2%	7.4%	8.4%
FC(F)(F)COc1nc(N2CCCCC2)nc(N2CCNCC2)n1	-6.0%	-0.2%	7.6%	-7.9%
Cc1cccc(N2CCN(C(=O)Cc3c(C(=O)O)c(C)cn3C)CC2)c1C	-14.1%	-0.4%	9.1%	10.3%[10.9 µM]
CC(=O)Nc1nc2n(n1)C(c1ccc(F)cc1)C=C(c1ccccc1)N2 (stereo not drawn)	-2.6%	3.5%	5.4%	-17.1%
Cc1cc(C)n(-c2ccc(-n3ccnc3)nn2)n1	-6.7%	0.0%	-7.1%	-19.7%
CCc1ccc(OCC(=O)OC2CCS(=O)(=O)C2)cc1 (stereo not drawn)	1.1%	0.7%	-1.9%	-7.2%
O=C(CCSc1nc(-c2ccc3c(c2)OCO3)cc(C(F)(F)F)n1)NCc1ccccc1	10.8%	·	-8.9%	·
COc1ccccc1NC(=O)C1CCCCC1	-8.0%	0.7%	4.6%	3.4%
Cc1ccc(Cl)cc1NC(=O)c1sc(-n2nc(C)c(Cc3ccc4c(c3)OCO4)c2C)nc1C	?	-0.1%	3.2%	-6.7%[10.9 µM]
CCOC(=O)c1ccc(Nc2nc3nonc3nc2Nc2cccc(C)c2C)cc1	?	?	-2.9%	-18.3%[10.9 µM]
Cc1ccc(S(=O)(=O)c2nnn3c2nc(N2CCCC2)c2sccc23)cc1	-8.0%	0.2%	8.9%	-4.6%[10.9 µM]
Cn1nnnc1SCC(=O)NCc1cccc(C(=O)O)c1	4.1%	0.6%	6.6%	17.8%
c1ccc2c(c1)oc1c(NCc3ccc4c(c3)OCO4)ncnc12	-12.9%	?	-1.0%	-14.3%
CC(C)=C[C@H]1[C@@H](COC(=O)c2cc3c(cc2Cl)OCO3)C1(C)C	-11.4%[9.22 µM]	-0.8%[11.4 µM]	3.7%[9.22 µM]	7.8%[10.9 µM]
CCCn1c(SCC(=O)NC(=O)NCc2ccco2)n[nH]c1=O	11.4%	1.2%	-0.1%	2.9%
Cc1cccc(C(=O)Nc2nnc(S(=O)(=O)N(C)Cc3ccccc3)s2)c1	-19.2%	-1.1%	6.6%	-8.0%[10.9 µM]
Cn1c(N2CCCC2)nc2c1c(=O)n(Cc1ccc(F)cc1)c(=O)n2C	4.1%	-2.6%	-5.3%	-5.6%
COc1ccc(Cn2c(C)ccc2C)cc1	8.5%	-0.5%	1.1%	-13.5%
Cc1ccc(OCC(=O)Nc2ccc(F)cc2)cc1C	16.3%	·	2.8%	·
CCCCOC(=O)Nc1ccc(N2CCCCC2)cc1	?	-2.0%	?	-26.6%
CCN(CC)C(=O)Cn1cc(SCC(=O)Nc2cccc(F)c2)c2ccccc21	8.8%	-0.7%	-0.7%	-15.2%[10.9 µM]
COc1ccc(C(=S)N2CCN(C)CC2)cc1Br	-1.7%	-0.2%	22.2%	-6.4%
Cc1ccc2c(c1)c1c(c(=O)n(-c3ccccc3C)c(=O)n1CC(=O)N1CCCC1)n2C	-10.6%	-0.9%	6.2%	-3.0%[10.9 µM]
